KKLEB cytotox = reduces viability of KKLEB cystic fibrosis airway cells. KKLEB CF airway cells viability, ATPlite luminescence, overnight; active compounds read low; cells stimulated with P. aeruginosa culture filtrate. activity change (cytotoxicity), % at 5 µM. 0.36% of 360,000 active. AID 602141;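 active = corrected activity change at or below -50% at 5 µM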
NR2E3 ag-1 = human photoreceptor-specific nuclear receptor agonism; 0.35% of 360,000 active; Q9Y5X4; AID 602229; inhibition of corepressor binding, % at 3.98 µM; CHO-S Gal4-NCOR/VP16-NR2E3 two-hybrid, luciferase;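 active = inhibition above the mean of all tested compounds plus 3 SD, cut at about 70% in these data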;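 note: 0% = DMSO with NR2E3 transfected cells and 100% = cells lacking NR2E3 construct; higher means lower luciferase signal from less NR2E3 corepressor binding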
Target sequence (Q9Y5X4 whole entry, looked up, the tested form may be a part): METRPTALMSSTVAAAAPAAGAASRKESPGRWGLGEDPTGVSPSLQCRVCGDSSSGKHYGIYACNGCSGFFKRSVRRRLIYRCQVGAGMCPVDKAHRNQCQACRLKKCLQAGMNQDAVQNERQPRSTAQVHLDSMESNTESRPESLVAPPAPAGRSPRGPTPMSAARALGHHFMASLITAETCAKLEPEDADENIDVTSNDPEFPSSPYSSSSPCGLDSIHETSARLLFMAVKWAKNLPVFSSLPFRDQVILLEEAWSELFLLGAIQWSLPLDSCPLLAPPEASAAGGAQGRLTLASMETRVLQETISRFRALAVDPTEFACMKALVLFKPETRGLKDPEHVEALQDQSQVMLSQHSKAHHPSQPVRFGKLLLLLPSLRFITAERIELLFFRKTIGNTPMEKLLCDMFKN
HIF-2a block = HIF-2a inhibition | 786-0 RCC cells HIF-2a reporter, luciferase luminescence, overnight | inhibition, % at 18.8 µM | 0.72% of 360,000 active;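 active = inhibition of the luminescence signal of 40% or more relative to plate controls, in a single-dose primary screen at 18.75 µM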
MITF TRPM1 inh = inhibitors of MITF-driven TRPM1 promoter in melanoma cells. 0.83% of 330,000 active. inhibition, % at 12.5 µM. SK-MEL-5 TRPM1 promoter luciferase, 24 h;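 active = mean inhibition across replicates of 60% or more, whatever share of single replicates reaches that level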; note: values of inactives mirror those of a sister screen read the other way
PDI turbidity = PDI (human) enzyme inhibition; PDI insulin aggregation turbidity, A650, 90 min; AID 588391; 0.052% of 350,000 active; inhibition, % at 10 µM;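 active = mean inhibition across replicates of 30% or more, whatever share of single replicates reach that level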;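 note: absorbance from insulin aggregation driven by PDI reduction with DTT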
Target sequence (P07237 whole entry, looked up): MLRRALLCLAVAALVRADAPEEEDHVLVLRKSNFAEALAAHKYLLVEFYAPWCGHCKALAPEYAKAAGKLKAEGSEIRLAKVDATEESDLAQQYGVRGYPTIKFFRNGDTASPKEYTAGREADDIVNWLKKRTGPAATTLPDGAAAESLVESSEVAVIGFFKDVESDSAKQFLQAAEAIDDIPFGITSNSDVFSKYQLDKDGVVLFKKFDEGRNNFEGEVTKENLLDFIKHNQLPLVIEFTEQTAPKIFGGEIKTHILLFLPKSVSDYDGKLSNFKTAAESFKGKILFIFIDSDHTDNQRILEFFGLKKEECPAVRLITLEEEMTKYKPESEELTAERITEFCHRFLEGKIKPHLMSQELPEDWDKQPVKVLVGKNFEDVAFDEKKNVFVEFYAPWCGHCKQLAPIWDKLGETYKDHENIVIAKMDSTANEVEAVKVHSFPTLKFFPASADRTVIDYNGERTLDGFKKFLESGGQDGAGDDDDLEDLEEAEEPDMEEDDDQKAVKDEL
Peg3 promoter = reduces Peg3 promoter-driven luciferase expression in HeLa. inhibition, % at 20 µM. HeLa PEG-Prom luciferase reporter, luminescence, overnight. 1.7% of 360,000 active. AID 588405;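 active = inhibition of at least 50% at 20 µM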
CaV13 ICDI inh = Primary screen for inhibitors of IQ motif and Ca2+-dependent inactivation inhibitor domain binding in CACNA1D, Förster resonance energy transfer in living cells, …; inhibition, % at 12.3 µM; 0.098% of 340,000 active; HEK cells, CFP/YFP FRET ICDI-IQ, plate reader, 10 min; percent FRET-ratio fall versus neutral wells;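 active = mean replicate inhibition of at least 30% and at least 1% of replicates passing that level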;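 note: 0% = median of the neutral control wells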
Shn3 3UTR inh = reduces Shn3 3'UTR luciferase signal in osteoblasts | Clone20 osteoblast Shn3 3'UTR firefly luciferase, 24 h | AID 588674 | inhibition, % at 12.5 µM | 0.52% of 360,000 active;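 active = mean inhibition of at least 75% with every replicate also reaching 75%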;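 note: 0% = median of neutral control wells and 100% = pilot-screen positive control compound; some compounds past the cut are filed as inactive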
CF NFkB inh = blocks PAF-induced NF-kB reporter in cystic fibrosis cells; 0.86% of 360,000 active; KKLEB NF-kB-GFP reporter, GFP fluorescence overnight; inhibition, % at 5 µM;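 active = at least 50% inhibition at 5 µM, scaled per plate between neutral and stimulator controls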;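 note: PAF is a Pseudomonas aeruginosa culture filtrate used as stimulus; plate controls were PAF-stimulated DMSO wells for no effect and unstimulated DMSO wells for full effect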
Vif imaging = HIV Vif inhibition. HEK293T cells, Vif self-association by quenched fluorescence, imaging, 24 h. inhibition, % at 7.49 µM. 0.35% of 340,000 active; in the data active = inhibition above about 50%, passing the limit was not always enough; note: some results filed as inactive read as strong as hits
NR2E3 ag-2 = activates human photoreceptor nuclear receptor NR2E3; Q9Y5X4; 0.12% of 320,000 active; AID 2300; GST-NR2E3/biotin-RetCOR TR-FRET, 1536-well; inhibition of corepressor binding, % at 4.78 µM;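 active = percent inhibition above the cutoff of mean plus 3 SD of all tested compounds, set per screening campaign, cut at about 20% in these data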;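 note: 0% = DMSO wells and 100% = biotin wells as full block of FRET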
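System: GST-tagged NR2E3 plus biotinylated RetCOR corepressor; Buffer or medium: pH 7.5 Tris-based buffer; Probe or stimulus: RetCOR corepressor, biotinylated, 7 nM; Doses: compound at 4.8 µM, single dose; Schedule: 5 h incubation at 4 °C; Technique: time-resolved FRET; Evaluation: percent inhibition of TR-FRET ratio; Replication: one well per compound, singlicate testing.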
* hit, by the source's call; & = joins results of further samples.

`O=S1(=O)CCC(=Nc2ccc(Cl)cc2)c2ccsc21` gave KKLEB cytotox 4, NR2E3 ag-1 -13, HIF-2a block 6, MITF TRPM1 inh -7, PDI turbidity 0, Peg3 promoter 2, CaV13 ICDI inh -5, Shn3 3UTR inh -8, CF NFkB inh -3, Vif imaging 7 and NR2E3 ag-2 0.
Screening COc1cc(C(=O)N2CCN(c3ccccn3)CC2)cc(OC)c1OC returned KKLEB cytotox -1, NR2E3 ag-1 7, HIF-2a block -5, MITF TRPM1 inh 3, PDI turbidity 1, Peg3 promoter 14, CaV13 ICDI inh -19, Shn3 3UTR inh -16, CF NFkB inh 12, Vif imaging -4 and NR2E3 ag-2 -1.
For CC(=O)N1c2ccc(S(=O)(=O)NCCC(=O)NCc3ccc(Cl)cc3)cc2CC1C (configuration not stated) the results were KKLEB cytotox 14, NR2E3 ag-1 21, HIF-2a block 18, MITF TRPM1 inh 9, PDI turbidity 1, Peg3 promoter 39, CaV13 ICDI inh -5, Shn3 3UTR inh 35, CF NFkB inh 0, Vif imaging -4 and NR2E3 ag-2 -2.
`Cc1ccc(/C=C(/C#N)C(=O)NC(C)c2ccccc2)o1` (configuration not stated) gave KKLEB cytotox 11, NR2E3 ag-1 14, HIF-2a block 9, MITF TRPM1 inh -3, PDI turbidity -25, Peg3 promoter 4, CaV13 ICDI inh -5, Shn3 3UTR inh -2, CF NFkB inh 5, Vif imaging -2 and NR2E3 ag-2 -3.
For Clc1ccc(Oc2nc3c(Cl)cccc3s2)cc1Cl the results were KKLEB cytotox -1, NR2E3 ag-1 -16, HIF-2a block -81, MITF TRPM1 inh -5, PDI turbidity 0, Peg3 promoter -96, CaV13 ICDI inh -2, Shn3 3UTR inh -1, CF NFkB inh -9, Vif imaging -1 and NR2E3 ag-2 0.
Screening CC(=O)N(CN1C(=O)c2ccc([N+](=O)[O-])cc2C1=O)c1cccc(C(=O)O)c1 returned KKLEB cytotox 9, NR2E3 ag-1 -10, HIF-2a block 9, MITF TRPM1 inh -10, PDI turbidity 0, Peg3 promoter 7, CaV13 ICDI inh -5, Shn3 3UTR inh 6, CF NFkB inh -14, Vif imaging 0 and NR2E3 ag-2 -1.
Cc1ccc(CNC(=O)C2(C)CCN2C(=O)Cc2ccc(C(C)(C)C)cc2)cc1 (configuration not stated) was read as KKLEB cytotox 0, NR2E3 ag-1 17, HIF-2a block 13, PDI turbidity 6, Peg3 promoter 7, CaV13 ICDI inh -4, Shn3 3UTR inh 5, CF NFkB inh -13 and Vif imaging -7.
Cc1nc2ccc(NC(=O)c3cccc(S(=O)(=O)N4CC(C)OC(C)C4)c3)cc2s1 (configuration not stated) was read as KKLEB cytotox -2, NR2E3 ag-1 -25, HIF-2a block 8, MITF TRPM1 inh 17, PDI turbidity -7, Peg3 promoter 19, Shn3 3UTR inh 31, CF NFkB inh 18, Vif imaging -18 and NR2E3 ag-2 3.
`CN(C)C(CNc1ncnc2ccccc12)c1c(F)cccc1Cl` (configuration not stated) gave KKLEB cytotox -4, NR2E3 ag-1 24, HIF-2a block 12, MITF TRPM1 inh 9, PDI turbidity 1, Peg3 promoter 3, CaV13 ICDI inh -4, Shn3 3UTR inh 21, CF NFkB inh 17, Vif imaging -12 and NR2E3 ag-2 6.
CN(C)c1ccnc(Nc2ccc(F)cc2)c1C#N was read as KKLEB cytotox -5, NR2E3 ag-1 -19, HIF-2a block 10, MITF TRPM1 inh 4, PDI turbidity 1, Peg3 promoter 7, CaV13 ICDI inh -7, Shn3 3UTR inh -18, CF NFkB inh -16, Vif imaging 6 and NR2E3 ag-2 1.
CCOc1ccccc1NC(=O)COc1cccc(-n2cnnn2)c1 was read as KKLEB cytotox -6, NR2E3 ag-1 -17, HIF-2a block -19, MITF TRPM1 inh -9, PDI turbidity 6, Peg3 promoter 8, CaV13 ICDI inh -6, Shn3 3UTR inh 10, CF NFkB inh -17, Vif imaging -3 and NR2E3 ag-2 1.
O=S(=O)(Cc1cc(N2CCOCC2)nc(-c2ccccn2)n1)c1ccccc1 was read as KKLEB cytotox -17, NR2E3 ag-1 -21, HIF-2a block 22, MITF TRPM1 inh 44, PDI turbidity -7, Peg3 promoter -3, CaV13 ICDI inh -3, Shn3 3UTR inh 3, CF NFkB inh 10, Vif imaging -4 and NR2E3 ag-2 -1.
Screening CC(=O)N1CCN(c2ccc(NC(=S)NC(=O)c3ccc(C)c([N+](=O)[O-])c3)cc2)CC1 returned KKLEB cytotox -2, NR2E3 ag-1 -25, HIF-2a block 3, MITF TRPM1 inh 17, PDI turbidity 1, Peg3 promoter 2, CaV13 ICDI inh -4, Shn3 3UTR inh 12, CF NFkB inh 5, Vif imaging 11 and NR2E3 ag-2 5.
For CCc1nnc(NC(=O)CCC(=O)N2CCCC(O)C2)s1 (configuration not stated) the results were KKLEB cytotox 5, NR2E3 ag-1 11, HIF-2a block 7, MITF TRPM1 inh -4, PDI turbidity 4, Peg3 promoter -5, CaV13 ICDI inh -7, Shn3 3UTR inh 4, CF NFkB inh 9, Vif imaging 3 and NR2E3 ag-2 3.
For Cn1c2ccccc2c2cc(C(=O)NNC(=O)CCl)sc21 the results were KKLEB cytotox -21, NR2E3 ag-1 -14, HIF-2a block 7, MITF TRPM1 inh 36, PDI turbidity 6, Peg3 promoter 31, CaV13 ICDI inh 7, Shn3 3UTR inh 38, CF NFkB inh -17, Vif imaging 7 and NR2E3 ag-2 2.
Screening CCCc1nc(SCC(=O)c2ccc(F)cc2)c2ccccc2n1 returned KKLEB cytotox 23, NR2E3 ag-1 -17, HIF-2a block 14, MITF TRPM1 inh -2, PDI turbidity 1, Peg3 promoter 14, CaV13 ICDI inh 9, Shn3 3UTR inh -15, CF NFkB inh -10, Vif imaging 7 and NR2E3 ag-2 1.
`Cc1[nH]c(=O)[nH]c(=O)c1S(=O)(=O)Nc1ccc(Cl)c([N+](=O)[O-])c1` gave KKLEB cytotox 13, NR2E3 ag-1 1, HIF-2a block -18, MITF TRPM1 inh 1, PDI turbidity -7, Peg3 promoter -10, CaV13 ICDI inh -3, Shn3 3UTR inh -8, CF NFkB inh -7, Vif imaging -8 and NR2E3 ag-2 1.
Screening COc1ccc(C(=O)NCCn2cc(SCC(=O)NCc3ccco3)c3ccccc32)cc1 returned KKLEB cytotox 7, NR2E3 ag-1 5, HIF-2a block -24, MITF TRPM1 inh -3, PDI turbidity 9, Peg3 promoter -93, CaV13 ICDI inh 1, Shn3 3UTR inh -4, CF NFkB inh -5, Vif imaging 0 and NR2E3 ag-2 3.
Screening CCOC(=O)C1CCCN(Cc2cc(OC)c(O)c(OC)c2)C1 (configuration not stated) returned KKLEB cytotox -3, NR2E3 ag-1 -3, HIF-2a block 19, MITF TRPM1 inh 10, PDI turbidity 5, Peg3 promoter -3, CaV13 ICDI inh -4, Shn3 3UTR inh -27, CF NFkB inh 7, Vif imaging -3 and NR2E3 ag-2 1.
For Cc1ccc(NC(=O)NCc2ccncc2)cc1Cl the results were KKLEB cytotox 1, NR2E3 ag-1 -7, HIF-2a block -67, MITF TRPM1 inh -11, PDI turbidity -7, Peg3 promoter -33, CaV13 ICDI inh 0, Shn3 3UTR inh 10, CF NFkB inh -10, Vif imaging -2 and NR2E3 ag-2 0.

Grouped by structure, the compounds so far containing a thiophene ring, fused or not
`O=S1(=O)CCC(=Nc2ccc(Cl)cc2)c2ccsc21` gave KKLEB cytotox 4, NR2E3 ag-1 -13, HIF-2a block 6, MITF TRPM1 inh -7, PDI turbidity 0, Peg3 promoter 2, CaV13 ICDI inh -5, Shn3 3UTR inh -8, CF NFkB inh -3, Vif imaging 7 and NR2E3 ag-2 0.
For Cn1c2ccccc2c2cc(C(=O)NNC(=O)CCl)sc21 the results were KKLEB cytotox -21, NR2E3 ag-1 -14, HIF-2a block 7, MITF TRPM1 inh 36, PDI turbidity 6, Peg3 promoter 31, CaV13 ICDI inh 7, Shn3 3UTR inh 38, CF NFkB inh -17, Vif imaging 7 and NR2E3 ag-2 2.

Later entries.
For COc1ccc(CCN2CCC(Nc3nc4ccccc4n3Cc3ccc(F)cc3)CC2)cc1 the results were KKLEB cytotox -11, NR2E3 ag-1 -9, HIF-2a block -14, MITF TRPM1 inh 96*, PDI turbidity -2, Peg3 promoter 82*, CaV13 ICDI inh -5, Shn3 3UTR inh 14&81, CF NFkB inh 3, Vif imaging -3&1 and NR2E3 ag-2 0.
Screening CCCCn1c(SCc2ccc(C(=O)OC)o2)nc2cc(S(N)(=O)=O)ccc21 returned KKLEB cytotox -6, NR2E3 ag-1 8, HIF-2a block 16, MITF TRPM1 inh 16, PDI turbidity -7, Peg3 promoter 12, CaV13 ICDI inh -7, Shn3 3UTR inh 56, CF NFkB inh -10, Vif imaging 1 and NR2E3 ag-2 -1.
`CCN1C[C@@H]2[C@@H]3C(=O)N(Cc4ccccc4)C(=O)[C@@H]3[C@](C)(C(=O)OC)N2C1=NC1CCCCC1` gave KKLEB cytotox 14, NR2E3 ag-1 -2, HIF-2a block 5, MITF TRPM1 inh -5, PDI turbidity 15, Peg3 promoter 2, CaV13 ICDI inh -5, Shn3 3UTR inh -6, CF NFkB inh -8 and Vif imaging 2.
For c1ccc(-c2nc(NCc3cccs3)c3ccccc3n2)cc1 the results were KKLEB cytotox -14, NR2E3 ag-1 17, HIF-2a block -16, MITF TRPM1 inh 16, PDI turbidity 14, Peg3 promoter 16, CaV13 ICDI inh -3, Shn3 3UTR inh 9, CF NFkB inh -9, Vif imaging 5 and NR2E3 ag-2 1.
`C=C(Br)CN1CCN(CC(=C)Br)CC1` gave KKLEB cytotox 0, NR2E3 ag-1 -8, HIF-2a block -2, MITF TRPM1 inh 13, PDI turbidity -4, Peg3 promoter 1, Shn3 3UTR inh -2, CF NFkB inh -2, Vif imaging 2 and NR2E3 ag-2 5.
Screening CCNc1nc(SC(C(C)=O)C(C)=O)nc(N(C)C)n1 returned KKLEB cytotox 0, NR2E3 ag-1 -6, HIF-2a block 9, MITF TRPM1 inh -8, PDI turbidity -12, Peg3 promoter 3, Shn3 3UTR inh -2, CF NFkB inh -4 and NR2E3 ag-2 0.

Source: PubChem
